Source: PubChem BioAssay (several laboratories)
BCLXL inh – Bcl-xL (human) inhibition; inhibition, % at 10.9 µM; AID 2129; 0.7% of 320,000 active; Q07817; GST-Bcl-xL / FITC-Bim BH3 peptide fluorescence polarization;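 active = inhibition above the mean of all tested compounds plus 3 SD, cutoff set per campaign, cut at about 30% in these data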;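 also: 0% = DMSO wells and 100% = unlabeled Bim-BH3 peptide competitor; inhibitors lower millipolarization by displacing the labeled peptide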
CIT2-GFP yeast – yeast TOR pathway CIT2-GFP modulation; S. cerevisiae CIT2-GFP strain, flow cytometry, 3 h; 100 means same as DMSO wells; 0.065% of 320,000 active; GFP response vs DMSO, % at 10 µM;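 active = GFP response relative to DMSO above a set limit, near the screen mean plus 3 SD, cut at about 150% in these data; inconclusive = Fewer than 70 cells measured for a yeast strain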;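 also: ratio of well median GFP fluorescence to mean of DMSO wells on the plate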
AGP1-GFP MLPCN – modulators of TOR pathway AGP1-GFP in S. cerevisiae. S. cerevisiae AGP1-GFP multiplex flow cytometry, 3 h; GFP as percent of DMSO wells. GFP response vs DMSO, % at 10 µM. 0.02% of 320,000 active. AID 2066;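 active = GFP response relative to DMSO above a set limit, near screen average plus 3 SD, cut at about 150% in these data; inconclusive = fewer than 70 cells counted for the yeast strain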;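 also: median GFP channel fluorescence of the gated AGP1 strain per well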
VLA-4 inh – inhibition in a human VLA-4 binding assay | VLA-4 expressing cells, ligand binding flow cytometry | 0.2% of 330,000 active | P13612 | inhibition, % (about 7 µM as worked out from the volumes in the protocol); in the data active = inhibition above about 50%
Target sequence (P13612 whole entry, looked up): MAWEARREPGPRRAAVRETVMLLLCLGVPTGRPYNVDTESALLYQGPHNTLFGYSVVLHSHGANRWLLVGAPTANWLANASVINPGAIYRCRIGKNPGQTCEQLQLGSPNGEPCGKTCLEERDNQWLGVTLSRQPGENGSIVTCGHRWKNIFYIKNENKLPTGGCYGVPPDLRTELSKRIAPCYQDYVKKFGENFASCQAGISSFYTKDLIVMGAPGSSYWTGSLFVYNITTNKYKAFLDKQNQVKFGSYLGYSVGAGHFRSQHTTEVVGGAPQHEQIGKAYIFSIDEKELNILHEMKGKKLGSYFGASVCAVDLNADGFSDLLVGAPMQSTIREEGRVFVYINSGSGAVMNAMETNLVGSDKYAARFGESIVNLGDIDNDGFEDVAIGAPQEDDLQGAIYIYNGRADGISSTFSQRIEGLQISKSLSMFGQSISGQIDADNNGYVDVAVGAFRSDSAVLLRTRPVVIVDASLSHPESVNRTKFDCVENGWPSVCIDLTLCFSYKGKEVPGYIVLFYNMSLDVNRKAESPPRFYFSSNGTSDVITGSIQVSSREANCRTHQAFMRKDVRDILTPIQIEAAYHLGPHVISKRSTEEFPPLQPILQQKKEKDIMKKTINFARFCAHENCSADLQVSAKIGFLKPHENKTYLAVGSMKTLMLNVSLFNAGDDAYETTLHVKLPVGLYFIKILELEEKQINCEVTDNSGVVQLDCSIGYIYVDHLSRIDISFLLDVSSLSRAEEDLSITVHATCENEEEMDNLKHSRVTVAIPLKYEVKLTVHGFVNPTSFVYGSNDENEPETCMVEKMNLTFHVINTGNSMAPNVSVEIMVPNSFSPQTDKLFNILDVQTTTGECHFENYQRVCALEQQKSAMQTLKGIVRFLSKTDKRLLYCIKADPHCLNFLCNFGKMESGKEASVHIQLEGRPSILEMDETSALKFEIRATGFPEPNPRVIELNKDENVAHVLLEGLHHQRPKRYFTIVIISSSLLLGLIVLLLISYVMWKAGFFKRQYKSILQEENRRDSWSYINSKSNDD
GRK2 inh – inhibitors of human GRK2 displacing RNA aptamer. AID 488847. P25098. inhibition of aptamer binding, % at 10 µM. 0.59% of 330,000 active. bead flow cytometry, FAM-aptamer displacement from GRK2;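 active = inhibition of aptamer binding above 40%, roughly 3 SD of noise, on plates passing a quality check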;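 also: median bead fluorescence of bound FAM aptamer so fluorescent compounds give negative values; no value below 0 was filed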
Yeast superoxide – lowers age-related superoxide in aged yeast cells; S. cerevisiae aged cells, superoxide DHE fluorescence; stronger effect = lower value; superoxide response (% of plate mean), % at 10 µM; 0.18% of 330,000 active;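 active = superoxide response under a set limit, about three screen SD below normal, cut at about 65% in these data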;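 also: yeast aged for seven days with compound at 30 °C before DHE staining; 100% = average MFI of all compound-treated wells on the plate with controls excluded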
MCL1-BIM inh – MCL1-BIM-BH3 interaction inhibition (human); Q07820; GST-MCL1 / FITC-Bim-BH3 fluorescence polarization; inhibition, % at 10.9 µM; 0.68% of 320,000 active; AID 2057;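 active = inhibition above the mean inhibition of all tested compounds plus 3 SD, set per campaign, cut at about 40% in these data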;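 also: 0% = DMSO wells and 100% = unlabeled Bim-BH3 peptide control; higher means more loss of mP so more displacement of Bim peptide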
MEX-5 binding – C. elegans MEX-5 TCR-2 RNA binding activity. 0.38% of 300,000 active. activity score (negative = inhibition of binding), % at 10 µM. MEX-5/FITC-TCR2 RNA binding, fluorescence polarization; stronger effect = lower value. AID 1832;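 active = inhibition past about -25% in most replicates, and total fluorescence under double the plate's negative control median, limit read from the data; inconclusive = replicates evenly split on the limit, or fluorescence at least double controls; inactive = too little inhibition in most replicates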;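 also: 0% = DMSO and -100% = 5 µM competing unlabeled TCR2 RNA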
GLD-1 RNA inh – GLD-1-TGE RNA interaction inhibition (C. elegans) | purified GLD-1 + fluorescein TGE RNA, fluorescence polarization | inhibition, % at 5.96 µM | 0.44% of 320,000 active | AID 2280;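 active = percent inhibition above a per-plate cutoff, the plate mean of test compounds plus 3 SD, cut at about 30% in these data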;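 also: 0% = DMSO wells with GLD-1 and probe and 100% = wells lacking GLD-1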
An asterisk follows results filed as active; ? = inconclusive; · = not tested or not shown.

SMILES	BCLXL inh	CIT2-GFP yeast	AGP1-GFP MLPCN	VLA-4 inh	GRK2 inh	Yeast superoxide	MCL1-BIM inh	MEX-5 binding	GLD-1 RNA inh
CC1=C(C(=O)OC(C)C)C(c2c(O)ccc3ccccc23)NC(=O)N1 (stereo not given)	2	101	99	5	0	97	4	1.0	3
COc1cccc(-c2nnc(SCN3C(=O)c4ccccc4C3=O)n2C)c1	2	100	96	10	3	96	0	1.0	-1
COc1ccc(NC(=O)c2nn(C)c(=O)c3ccccc23)cc1S(=O)(=O)Nc1ccccc1Cl	8	96	98	-10	1	106	12	-2.4	0
O=C(CCN1C(=O)c2ccccc2S1(=O)=O)N1CCN(c2ccccc2)CC1	-2	93	96	1	0	90	0	-4.4	-3
CCOC(=O)N1CCC(NC(=O)c2ccc3c(c2)sc2nc(-c4ccc(OC)cc4)cn23)CC1	-1	91	94	9	2	97	-3	-1.0	-2
O=C(O)C1C2C=CC(C2)C1C(=O)Nc1ccc(C(=O)N2CCCCC2)c(Cl)c1 (stereo not given)	3	94	101	7	5	109	-1	-2.3	4
CCc1nonc1NC(=O)c1oc2c(C)c(C)ccc2c1C	-1	114	100	-11	3	43*	3	-0.6	4
COc1ccc(C(=O)NC2CCCc3ccccc32)cc1OC1CCN(C(C)=O)CC1 (stereo not given)	2	74	39	-11	0	112	6	-1.4	4
NS(=O)(=O)c1ccc(CCNC(=O)CSc2nnc3ccccn23)cc1	3	113	101	3	2	106	-5	-0.3	0
CCCCCC(=O)Nc1cc(S(=O)(=O)N2CCOCC2)ccc1N1CCCCC1	-4	92	94	-2	0	100	-9	1.0	10
CCOC(=O)Cn1nc(C)c(NC(=O)c2ccc(Cl)c([N+](=O)[O-])c2)c1C	-2	108	103	22	0	102	3	-0.4	-4
COc1cc(CN2CCN(Cc3cn(C)c4ccccc34)CC2CCO)cc(OC)c1 (stereo not given)	7	96	87	10	0	104	3	2.1	2
Cc1ccc(C(=O)NC(=S)NNC(=O)c2cccc([N+](=O)[O-])c2)cc1	·	102	96	8	0	114	·	-5.5	·
Cc1ccc(-c2csc3ncn(CC(=O)N4CCOCC4)c(=O)c23)cc1C	0	89	94	13	0	94	5	1.1	-6
Cc1ccc(OCCNC(=O)/C=C/c2ccco2)cc1C	2	96	105	5	0	89	8	-1.7	-3
N#Cc1cccn1-c1nccc(-c2cccs2)n1	5	99	96	-7	3	93	6	1.4	5
O=C(c1ccc(-c2cc3ccccc3oc2=O)cc1)N1CCN(c2ccc(Cl)cc2[N+](=O)[O-])CC1	-1	97	93	13	0	100	-1	·	-2
C=CCn1c(C)cc(C(=O)COc2ncnc3sccc23)c1C	6	87	98	7	1	102	10	-1.1	3
Cc1oc2c(O)c(O)ccc2c(=O)c1-c1cnn(-c2ccccc2)c1	12	110	106	-17	0	107	26	-7.9	-3
CC1=NN(C(N)=S)C(=O)C1N=Nc1ccc(C)cc1C (stereo not given)	9	97	88	8	0	101	6	-0.4	-8

One compound at a time, as listed above. Values in the order: BCLXL inh, CIT2-GFP yeast, AGP1-GFP MLPCN, VLA-4 inh, GRK2 inh, Yeast superoxide, MCL1-BIM inh, MEX-5 binding, GLD-1 RNA inh
CC1=C(C(=O)OC(C)C)C(c2c(O)ccc3ccccc23)NC(=O)N1 (stereo not given) is entered as 2, 101, 99, 5, 0, 97, 4, 1.0, 3
CC1=NN(C(N)=S)C(=O)C1N=Nc1ccc(C)cc1C (stereo not given) is entered as 9, 97, 88, 8, 0, 101, 6, -0.4, -8

Remaining list, next part:
SMILES	BCLXL inh	CIT2-GFP yeast	AGP1-GFP MLPCN	VLA-4 inh	GRK2 inh	Yeast superoxide	MCL1-BIM inh	MEX-5 binding	GLD-1 RNA inh
O=C(O)CCCNc1ccc([N+](=O)[O-])c(NCCCC(=O)O)n1	10	85	83	2	0	101	0	-1.4	0
CC(C)CC(C(=O)OCC(=O)Nc1cccc(Cl)c1)N1C(=O)C2CC=CCC2C1=O (stereo not given)	-5	85	92	23	0	108	-4	0.5	-2
C[C@H](CO)N1C[C@H](C)[C@@H](CN(C)Cc2ccc(C(=O)O)cc2)Oc2c(NC(=O)Cc3ccccc3)cccc2C1=O	·	95	94	10	0	88	·	·	4
Cn1cc(S(=O)(=O)CC(=O)Nc2ccc(Br)cc2)c2ccccc21	-2	95	109	-4	0	93	-6	-2.7	-2
Cc1cccc(Cc2nnc(CCC(=O)N3CCCCC3c3nccs3)o2)c1 (stereo not given)	1	98	99	-4	0	103	-2	0.1	-13
Cc1cc(=O)[nH]c(NN=C2CCC(C(C)(C)C)CC2)n1 (stereo not given)	4	79	87	-11	0	121	11	14	5
Cc1sc2ncnc(N[C@@H](Cc3ccccc3)C(=O)O)c2c1C	-1	105	105	13	0	108	-5	-3.9	0
CCCN(CC(=O)Nc1ccc(F)c(F)c1F)C(=O)c1ccc(=O)n(Cc2ccccc2)n1	3	98	104	7	1	115	1	3.7	4
Cc1cc(S(=O)(=O)Nc2ccc(N3CCOCC3)cc2)ccc1Br	5	102	101	13	2	102	3	-0.6	-1
Cc1oc2c(CN3CCCCC3C)c(O)ccc2c(=O)c1-c1ccccc1 (stereo not given)	5	95	95	-3	0	93	-3	0.0	3
Cc1ccccc1C(=O)Nc1cc(-c2cc(C(C)(C)C)oc2C)nn1C	-3	108	111	11	0	91	-6	0.8	-2
CCOC(=O)C1CCCN(C(=O)c2cc3ccccc3oc2=O)C1 (stereo not given)	0	76	101	2	0	109	0	1.5	-2
Oc1ccc(-c2cn3ccccc3n2)cc1	-2	95	98	-1	1	105	-3	-3.4	-1
Cc1ccc(NC(=O)NC(=O)CN2CCN(c3ccc(O)cc3)CC2)c(C)c1	15	96	92	-3	2	96	13	-4.6	1
Cc1ccccc1CS(=O)(=O)Cc1ccc(C(=O)NCCc2ccccc2)o1	5	98	102	9	0	101	0	-1.0	6
CC1(C)[C@@H](O)CC[C@]2(C)[C@H]3C(=O)C=C4[C@@H]5C[C@@](C)(C(=O)O)CC[C@]5(C)CC[C@@]4(C)[C@]3(C)CC[C@@H]12	-1	78	89	-2	2	96	7	1.5	2
O=C(Nc1ccc(-c2csc(-c3ccccc3)n2)cc1)c1ccccc1	3	94	95	18	0	107	10	-1.5	8
N#CC1=C(N)NC(SCC(=O)O)=C(C#N)C12CCCC2	12	88	88	15	1	94	11	-4.1	8
O=C(CNC(=O)c1ccc(S(=O)(=O)N2CCCCC2)cc1)N/N=C/c1ccco1	11	99	106	3	0	111	13	0.6	6
c1ccc(Cn2nnc3ccccc32)cc1	2	107	102	7	5	101	21	-1.3	9
COc1ccc(-c2nc(NC(=O)c3cc(C(C)(C)C)nn3C)sc2C)cc1	2	·	101	-3	1	89	0	0.6	3
CC(=O)CSc1ncnc2scc(-c3ccc(F)cc3)c12	3	94	91	30	2	99	5	0.5	6
C=CCOC(=O)CC(NC(=O)c1ccccc1)c1ccccc1 (stereo not given)	2	105	102	14	6	96	5	-0.2	-4
Cc1sc(NC(=O)c2ccco2)nc1-c1ccccc1	1	77	·	4	0	107	-3	3.3	-5
Cc1noc(C)c1C(=O)NC1CCCc2ccccc21 (stereo not given)	3	110	118	4	0	76	10	-1.1	3
CCOc1ccccc1NC(=O)COC(=O)C(CC)c1ccccc1 (stereo not given)	3	102	98	3	3	77	7	-2.2	11
Cc1cccc(NC(=S)NCCc2ccc(F)cc2)c1C	2	88	88	2	0	116	5	-0.5	1
O=[N+]([O-])c1ccccc1S(=O)(=O)Nc1ccn(Cc2c(F)cccc2Cl)n1	0	101	102	-9	0	100	-2	1.7	0
C=CCn1c(SCC(=O)Nc2cccc(S(N)(=O)=O)c2)nnc1C1CCCCC1	-1	95	101	7	0	97	-2	·	-2
O=S(=O)(c1cccc(-c2nc3n(n2)Cc2ccccc2-3)c1)N1CCCC1	1	102	95	-7	3	137	1	-1.9	2
Cc1nc(N2CCC(C)CC2)c2oc3ccccc3c2n1	4	?	·	8	3	97	-1	1.6	6

A different layout for 14 compounds above:
Fields: BCLXL inh | CIT2-GFP yeast | AGP1-GFP MLPCN | VLA-4 inh | GRK2 inh | Yeast superoxide | MCL1-BIM inh | MEX-5 binding | GLD-1 RNA inh
N#CC1=C(N)NC(SCC(=O)O)=C(C#N)C12CCCC2
    12 | 88 | 88 | 15 | 1 | 94 | 11 | -4.1 | 8
O=C(CNC(=O)c1ccc(S(=O)(=O)N2CCCCC2)cc1)N/N=C/c1ccco1
    11 | 99 | 106 | 3 | 0 | 111 | 13 | 0.6 | 6
c1ccc(Cn2nnc3ccccc32)cc1
    2 | 107 | 102 | 7 | 5 | 101 | 21 | -1.3 | 9
COc1ccc(-c2nc(NC(=O)c3cc(C(C)(C)C)nn3C)sc2C)cc1
    2 | · | 101 | -3 | 1 | 89 | 0 | 0.6 | 3
CC(=O)CSc1ncnc2scc(-c3ccc(F)cc3)c12
    3 | 94 | 91 | 30 | 2 | 99 | 5 | 0.5 | 6
C=CCOC(=O)CC(NC(=O)c1ccccc1)c1ccccc1 (stereo not given)
    2 | 105 | 102 | 14 | 6 | 96 | 5 | -0.2 | -4
Cc1sc(NC(=O)c2ccco2)nc1-c1ccccc1
    1 | 77 | · | 4 | 0 | 107 | -3 | 3.3 | -5
Cc1noc(C)c1C(=O)NC1CCCc2ccccc21 (stereo not given)
    3 | 110 | 118 | 4 | 0 | 76 | 10 | -1.1 | 3
CCOc1ccccc1NC(=O)COC(=O)C(CC)c1ccccc1 (stereo not given)
    3 | 102 | 98 | 3 | 3 | 77 | 7 | -2.2 | 11
Cc1cccc(NC(=S)NCCc2ccc(F)cc2)c1C
    2 | 88 | 88 | 2 | 0 | 116 | 5 | -0.5 | 1
O=[N+]([O-])c1ccccc1S(=O)(=O)Nc1ccn(Cc2c(F)cccc2Cl)n1
    0 | 101 | 102 | -9 | 0 | 100 | -2 | 1.7 | 0
C=CCn1c(SCC(=O)Nc2cccc(S(N)(=O)=O)c2)nnc1C1CCCCC1
    -1 | 95 | 101 | 7 | 0 | 97 | -2 | · | -2
O=S(=O)(c1cccc(-c2nc3n(n2)Cc2ccccc2-3)c1)N1CCCC1
    1 | 102 | 95 | -7 | 3 | 137 | 1 | -1.9 | 2
Cc1nc(N2CCC(C)CC2)c2oc3ccccc3c2n1
    4 | ? | · | 8 | 3 | 97 | -1 | 1.6 | 6
